Screening data deposited in PubChem by National Center for Advancing Translational Sciences (NCATS).
EPAC2 agonist: qHTS for Agonist of cAMP-regulated guanine nucleotide exchange factor 4 (EPAC2): primary screen; Rap guanine nucleotide exchange factor 4 (Homo sapiens), Q8WZA2; EPAC2 activation, biochemical qHTS; response scale: 100% = 6.5 mM cAMP response; Potency, µM (highest dose often 154 µM), for inactives: at the top dose activation, most hits filed as activators; hit rate 0.079% among 360,000; AID 720711, 2013; further: nearly all actives have a fitted effect of over 50% in size
Target sequence (Q8WZA2 whole entry, looked up): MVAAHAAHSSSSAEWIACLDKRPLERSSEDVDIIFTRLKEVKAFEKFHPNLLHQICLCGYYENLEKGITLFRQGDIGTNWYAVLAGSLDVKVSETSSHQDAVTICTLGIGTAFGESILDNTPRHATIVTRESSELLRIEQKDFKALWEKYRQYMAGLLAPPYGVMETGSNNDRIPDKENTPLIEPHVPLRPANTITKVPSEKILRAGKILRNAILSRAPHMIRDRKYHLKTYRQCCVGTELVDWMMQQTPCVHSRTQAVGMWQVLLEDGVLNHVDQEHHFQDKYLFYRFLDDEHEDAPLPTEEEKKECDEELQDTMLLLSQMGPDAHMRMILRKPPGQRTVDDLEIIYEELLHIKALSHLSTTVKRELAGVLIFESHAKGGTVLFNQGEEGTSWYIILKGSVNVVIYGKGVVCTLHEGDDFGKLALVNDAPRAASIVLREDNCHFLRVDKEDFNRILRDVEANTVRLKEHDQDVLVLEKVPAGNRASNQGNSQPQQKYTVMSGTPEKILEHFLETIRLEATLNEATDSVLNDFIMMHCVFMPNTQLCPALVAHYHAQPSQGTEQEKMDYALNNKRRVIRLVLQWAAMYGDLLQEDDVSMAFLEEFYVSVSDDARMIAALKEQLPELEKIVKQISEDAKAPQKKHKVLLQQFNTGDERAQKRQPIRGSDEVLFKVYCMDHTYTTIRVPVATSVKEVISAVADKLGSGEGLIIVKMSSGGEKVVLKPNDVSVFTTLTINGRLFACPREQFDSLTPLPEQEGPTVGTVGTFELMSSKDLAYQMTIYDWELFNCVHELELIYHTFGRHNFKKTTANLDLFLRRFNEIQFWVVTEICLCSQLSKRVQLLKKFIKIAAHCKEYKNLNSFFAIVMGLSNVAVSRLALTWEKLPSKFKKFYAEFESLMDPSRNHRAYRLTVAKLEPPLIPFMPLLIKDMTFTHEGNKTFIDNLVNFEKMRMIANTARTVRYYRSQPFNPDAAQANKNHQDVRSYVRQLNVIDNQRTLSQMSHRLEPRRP
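Nucleotide exchange monitored as fluorescence drop when BODIPY-GDP leaves Rap1B. Reaction: 100 nM EPAC2, 250 nM RAP1B-BODIPY-GDP, 50 uM GDP, room temperature, kinetic read over 30 min. Activity expressed relative to 6.5 mM cAMP.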
TDP-43 yeast inh: qHTS of TDP-43 Inhibitors; AID 652104, 2013; Potency, µM (highest dose often 46.1 µM), inactives show at the top dose growth rescue (activation), usual class: activators; hit rate 1.8% among 410,000; TDP-43 expressing yeast growth rescue, BacTiter-Glo, 24 h; further: % of control where 0% means no effect; nearly all actives have a fitted effect of over 50% in size
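Galactose-induced TDP-43 yeast, OD600=0.02, compound pinned; 24 hr, 30 deg C; BacTiter-Glo luminescence for growth. Inhibitors of TDP-43 toxicity read as activators.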
PTHR1 agonist: qHTS for PTHR1 Agonists: Primary Screen; Parathyroid hormone/parathyroid hormone-related peptide receptor (Homo sapiens), Q03431; HEK293 GP2 PTHR1 cells, GloSensor cAMP luminescence, 1 h; Potency, µM (doses to about 115 µM), inactives show at the highest dose activation, usual class: activators; hit rate 0.075% among 410,000; AID 743266, 2014; further: nearly all actives have a fitted effect of over 55% in size; some results filed as inactive show a strong effect at the top dose; inactives centre near -15; many of its hits are not listed in these tables
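HEK-293-derived GP2 cells expressing PTHR1 and a GloSensor cAMP reporter, 3,000/well, plated overnight, given luciferin plus IBMX (each 0.5 mM as added) for 1 h at 37 °C, then compound for 1 h at 37 °C. Luminescence was read after 15 min at room temperature.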
EPAC1 antagonist: qHTS for Antagonist of cAMP-regulated guanine nucleotide exchange factor 3 (EPAC1): primary screen. AID 720709, 2013. hit rate 0.14% among 360,000. Potency, µM (titrated, usually from 115 µM), for inactives: top-dose activity change, negative = inhibition, actives largely listed as inhibitors. Rap guanine nucleotide exchange factor 3 (Homo sapiens), O95398. EPAC1 GEF assay, Rap1b-BODIPY-GDP exchange fluorescence;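 further: plate controls were vehicle for no effect and positive control for full effect; nearly all actives have a fitted effect of over 50% in size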
EPAC1 ag: qHTS for Agonist of cAMP-regulated guanine nucleotide exchange factor 3 (EPAC1): primary screen | Rap guanine nucleotide exchange factor 3 (Homo sapiens), O95398 | EPAC1 agonist qHTS, biochemical assay; response scale: 100% = response to 6.5 mM cAMP | Potency, µM (highest dose often 154 µM), for inactives: at the highest dose activation, most hits filed as activators | hit rate 0.073% among 360,000 | AID 720707, 2013; further: nearly all actives have a fitted effect of over 60% in size
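Normalized to 6.5 mM cAMP, activity reflects EPAC1-catalysed release of BODIPY-GDP from Rap1B, followed kinetically over 30 min at 480 nm excitation, 540 nm emission. Reaction contained 100 nM EPAC1, 250 nM Rap1B-BODIPY-GDP, 50 uM GDP.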
FUS yeast rescue: qHTS for Suppressors of FUS Proteinopathy: Primary screen using FUS-linked yeast assay; Potency, µM (doses to about 76.6 µM), inactives show top-dose growth rescue (activation), actives largely listed as activators; hit rate 0.24% among 390,000; AID 1347120, 2019; S. cerevisiae FUS-expressing, growth rescue, OD600, 24 h;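 further: plate controls were DMSO vehicle for no effect and reference control for full effect; nearly all actives have a fitted effect of over 55% in size; some results filed as inactive show a strong effect at the top dose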
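Toxicity suppression screen in FUS-yeast. Cells induced with 2% galactose, starting OD 0.005, treated 24hr at 30C with compounds at multiple final concentrations; growth by OD600.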
EPAC2 antag: qHTS for Antagonist of cAMP-regulated guanine nucleotide exchange factor 2 (EPAC2): primary screen; Potency, µM (titrated, usually from 114 µM), for inactives: top-dose activity, negative = inhibition, actives largely listed as inhibitors; Rap guanine nucleotide exchange factor 4 (Homo sapiens), Q8WZA2; EPAC2 GEF exchange of Rap1B-BODIPY-GDP, fluorescence; hit rate 0.18% among 360,000; further: on the % scale 0 is the no-effect control and ±100 the full control effect; nearly all actives have a fitted effect of over 45% in size; many of its hits are not listed in these tables
aSyn yeast inh: qHTS of alpha-syn Inhibitors | Yeast expressing alpha-synuclein, growth rescue, BacTiter-Glo, 24 h | Potency, µM (titrated, usually from 46.1 µM), for inactives: at the highest dose growth rescue (activation), usual class: activators | hit rate 0.14% among 370,000 | AID 652106, 2013; further: % of control where 0% means no effect; nearly all actives have a fitted effect of over 65% in size
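Screening used galactose-induced yeast with toxic alpha-synuclein levels, exposed to compound for 24 hr at 30 deg C. Cell growth, read with BacTiter-Glo luminescence, gave the measured signal.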
* marks the source's active call; other numbers are inactive results; i = inactive; ? = inconclusive; . = not tested or not shown; & = joins results of further samples; [ ] = dose if it differs, or a comment. The call rests on the fitted dose curve; in most records, active means well fitted curve in the direction sought with a large enough effect; inconclusive means small, poorly fitted or top-dose-only effect, or another doubt; inactive means no such curve, though single readings can be large; an effect the other way counts as inactive or inconclusive. Potency means the concentration at half of the fitted maximal effect. The list is partial; count on the stated rates, not on these rows.

Molecule	EPAC2 agonist	TDP-43 yeast inh	PTHR1 agonist	EPAC1 antagonist	EPAC1 ag	FUS yeast rescue	EPAC2 antag	aSyn yeast inh
COC(=O)/C=C/c1ccc(-n2cncn2)cc1	-5%	-10%[0.397 µM]	i	-15%	-11%	-17%	1%	9%
Fc1ccc(CNCC2CCCO2)cc1 (configuration not stated)	10%	-9%	-6%	-9%	-1%	3%	-4%	-2%
CCOC(=O)Nc1ccc(C)cc1Br	0%	12%	i	17%	-1%	-26%	15%	3%
O=C(CN1C(=O)c2cccc3cccc1c23)N1CCN(c2ccccc2)CC1	2%	-8%	i	-14%	10%	?	-11%	-1%
CN(C)c1ccc(C(C(=O)NCc2ccccc2)N(Cc2cccnc2)C(=O)c2snc(C(N)=O)c2N)cc1 (configuration not stated)	-5%	-14%	i	-17%	-4%	25%	-11%	1%
CCOc1ccc(-c2ccc(SCC(=O)NC3CCCCC3)nn2)cc1	15%	17%	-28%	-5%	8%	.	3%	-5%
O=C(COc1ccccc1Cl)NC(=S)N1CCc2ccccc21	17%	18µM*	-12%[57.5 µM]	-2%	15%	-25%	0%	-20%
O=C(CCN1CCN(c2ccccc2)CC1)NNC(=O)Cc1ccccc1Cl	5%	1%	i	3%	10%	-19%	0%	1%
O=C(COC(=O)c1cncc(Br)c1)NCc1ccc(F)cc1	5%	2%	-22%	-2%	8%	-7%	-2%	-2%
CN(C)C(=S)NC(=O)C12CC3CC(C)(CC(C)(C3)C1)C2	11%	-1%	-1%	1%	12%	8%	-13%	18%
CCc1nnc(NC(=O)OCc2ccccc2)s1	5%	-10%	i	8%	-6%	-8%	1%	3%
COc1cc(NC(=O)c2cccnc2Sc2ccc(Cl)cc2)cc(OC)c1OC	-8%	-2%	i	-17%	-8%	.	-5%	-1%
Cc1ccc(-n2c(C)cc(/C=C3\SC(=O)NC3=O)c2C)cc1	4%	-1%	-34%[inhibitor]	6%	-1%	-5%	3%	-4%
CC(C)CCOC(=O)C1C(c2ccccc2)C(C(=O)O)C1c1ccccc1 (configuration not stated)	0%	?	i	-11%	1%	8%	0%[57.1 µM]	6%
CCOC(=O)C1=C(CN2c3ccccc3CC2C)NC(=O)NC1c1ccccc1 (configuration not stated)	-16%	8%	0%[57.5 µM]	-25%	8%	?	-15%	0%
CN1CCN(C(=O)c2ccc(-c3cnc4cccnn34)cc2)CC1	9%	0%	0%	-10%	-6%	-9%	4%	-9%
COc1ccc(-c2cccc(-c3cc(=O)oc4ccc(C(C)(C)C)cc34)c2)cc1	14%	12%	-35%	0%	2%	42%	-2%	1%
CSc1ncccc1C(=O)OCC(=O)Nc1cc(C(F)(F)F)ccc1N1CCOCC1	10%	?	i	-17%	10%	?	-14%	8%
FC(F)(F)COc1ccc(-c2nnc(SCc3ccccc3)o2)cn1	1%	7%	i	12%	-1%	-16%	11%	4%
CC(=O)NS(=O)(=O)c1ccc(NC(=O)COc2ccc(C(=O)c3ccccc3)cc2)cc1	5%	3%	-19%	0%	-8%	.	7%	10%
CCOCCCn1c(=NC(=O)c2cccnc2)c(C(=O)OCC)cc2c(=O)n3ccccc3nc21	-3%	-10%&-13%	-10%[57.5 µM]	7%&-5%	0%&-9%	-3%	0%&2%	2%&1%
CC(=O)Nc1cc(C(=O)OCC(=O)c2ccccc2)ccc1C	7%	-2%	0%	-2%	0%	18%	-26%	-5%
COc1cc(C(=O)NCC(=O)N2CCN(S(=O)(=O)c3ccccc3C(F)(F)F)CC2)cc(OC)c1OC	8%	9%	-18%	-15%	6%	27%	-2%	-7%
CCCC(=O)Nc1nnc(SCC(=O)Nc2ccc3c(c2)OCO3)s1	-1%	10%	i	-9%	5%	.	5%	1%
CCOc1ncccc1C(=O)OCC(=O)c1cccs1	-4%	-12%	i	15%	-1%	16%	9%	-11%
Cc1c(C(=O)Nc2cccc([N+](=O)[O-])c2)sc2ncn(CC(=O)N3CCOCC3)c(=O)c12	4%	-3%	-28%	8%	9%	5%	-1%	0%
CCC(C)Sc1cc(-c2nc3ccc(Cl)cn3c2NC2CCCCC2)ccc1OC (configuration not stated)	5%&9%	14%&-3%	-29%&-15%	-15%&1%	-1%&9%	31%&39%	-7%&-1%	-1%&12%
COc1ccccc1N1CCN(Cc2ccsc2)CC1	10%	-8%	i	-24%	12%	26%	-6%	-2%
COc1ccc(C(=O)C(C)OC(=O)c2nc3nccc(C)n3n2)cc1 (configuration not stated)	5%	7%	i	12%	3%	15%	-8%	0%[1.84 µM]
Cc1sc2nc(CSc3n[nH]c(N)n3)[nH]c(=O)c2c1C	-3%	-3%	i	3%	-7%	1%	0%	2%
Cc1c(O)ccc2c(-c3ccccc3)cc(=O)oc12	5%	19%	-46%[inhibitor]	-5%	4%	-31%	-11%	11%
CCc1cc(=O)oc2c(C)c(O[C@@H]3O[C@H](CO)[C@@H](O)[C@H](O)[C@H]3O)ccc12	-2%	5%	i	-3%	-1%	17%	3%	2%
O=C(c1ccco1)N1CCN(C(=O)C2CCCc3c2[nH]c2ccc(Cl)cc32)CC1 (configuration not stated)	0%	14%	-4%[57.5 µM]	-5%	-1%	25%	0%	11%
O=C(O)CCSc1ccc2ccccc2n1	-2%&-1%	18µM*	i	5%&-5%	-3%&-2%	1%&19%	0%&0%	1%&10%
COc1cc(/C=C(/C#N)c2ccc(F)cc2)ccc1OCc1ccc(C(=O)O)o1	1%	-12%	-81%[inhibitor]	4%	-11%	20%	10%	-8%
O=C(CSc1nncs1)Nc1ccc2[nH]c(=O)[nH]c2c1	7%	-12%	i	-6%	1%	-6%	4%	-2%
CCOc1ccc2nc(NC(=O)CN3CCN(CC)CC3)sc2c1	1%	15%	i	-5%	6%	-23%	11%	-1%
O=[N+]([O-])c1ccc(S(=O)(=O)CC(CN2CCCCC2)N2CCCCC2)cc1 (configuration not stated)	-1%	-3%	i	-4%	-7%	0%	-3%	-1%
Cn1c(Cl)nc2c1c(=O)n(Cc1cccc(Br)c1)c(=O)n2C	9%	?	-3%	-15%	0%	15%	3%	7%
CCO[C@H]1OC(C(=O)N2CCN(Cc3ccc4c(c3)OCO4)CC2)=C[C@@H](C2CC2)[C@@H]1CCCO	8%	10%	i	4%	-5%	-23%	-5%	0%
Clc1ccc(CNC2CCCC2)cc1	4%	-19%	-7%[57.5 µM]	19%	-3%	0%	11%	1%
COc1ccc(NC(=O)CN(CC(=O)Nc2ccc(OC)cc2)C(C)(C)CO)cc1	4%	18%	-21%	7%	-9%	0%	-2%	-6%
O=C(CCC1CCCC1)NNC(=O)COc1ccc(Br)cc1	0%	12%	i	-1%	-7%	-25%	2%	5%
CC(=O)C1=C(O)C(=O)N(c2cccc(C(=O)O)c2)C1c1ccccc1F (configuration not stated)	0%	0%	-11%	4%	-8%	.	3%	7%
Cc1ccccc1C(=O)Nc1cccc(C(=O)N/N=C/c2ccccn2)c1	6%	-9%	i	?	8%	-1%	3%	-2%
Cc1ccc(C(=O)Nc2nnc(CC(=O)N/N=C/c3ccc(O)c(O)c3)s2)cc1	-1%	9%	-18%	5%	9%	-20%	73%[activator]	1%
CSc1ccccc1C(=O)N1CCC2(CC1)CC(=O)c1ccccc1O2	-1%	16%	i	11%	10%	9%	1%	7%
CC1CCCC(NC(=O)CSc2n[nH]c(N)n2)C1C (configuration not stated)	4%	14%	i	-3%	9%	-13%	7%	4%

Some of these compounds in order of length of the SMILES, smallest number first.
Molecule	EPAC2 agonist	TDP-43 yeast inh	PTHR1 agonist	EPAC1 antagonist	EPAC1 ag	FUS yeast rescue	EPAC2 antag	aSyn yeast inh
CC1CCCC(NC(=O)CSc2n[nH]c(N)n2)C1C (configuration not stated)	4%	14%	i	-3%	9%	-13%	7%	4%
CC(=O)C1=C(O)C(=O)N(c2cccc(C(=O)O)c2)C1c1ccccc1F (configuration not stated)	0%	0%	-11%	4%	-8%	.	3%	7%
Cc1ccc(C(=O)Nc2nnc(CC(=O)N/N=C/c3ccc(O)c(O)c3)s2)cc1	-1%	9%	-18%	5%	9%	-20%	73%[activator]	1%

Next part.
Molecule	EPAC2 agonist	TDP-43 yeast inh	PTHR1 agonist	EPAC1 antagonist	EPAC1 ag	FUS yeast rescue	EPAC2 antag	aSyn yeast inh
O=C(O)C1C2C=CC(C2)C1C(=O)NCc1ccccc1 (configuration not stated)	5%	8%	-14%	-9%	1%	-4%	16%	-5%
CC(C)Oc1ccc(C(=O)NC2(C(F)(F)F)NC(=O)N(CCCc3ccccc3)C2=O)cc1 (configuration not stated)	-10%	-9%	-33%[inhibitor]	-17%	0%	.	-28%	16%
CC(C)CC1NC2(C(=O)N(C)c3ccccc32)C2C(=O)N(C(C)C)C(=O)C12 (configuration not stated)	4%	19%	-2%	2%	-6%	22%	3%	4%
COc1ccc(NC(=O)COc2cccc(-n3cnnn3)c2)cc1Cl	2%	-16%	i	?	-4%	26%	14%	-6%
COc1cccc(-c2noc(CCC(=O)NC3CCCC3)n2)c1	-6%	21%	-6%	6%	-4%	10%	-5%	19%
Nc1c(C(=O)Nc2ccccc2Cl)nnn1-c1ccc2c(c1)OCCO2	-5%	6%	-19%	8%	4%	4%	2%	-1%
O=C(COC(=O)C1CCC1)NCc1ccccc1	4%	21%	i	-10%	-1%	-9%	22%	-11%
O=C(Cn1nnc(-c2ccccc2)n1)N/N=C/c1cc([N+](=O)[O-])c(Cl)cc1Cl	2%	-8%	-6%	-13%	-11%	.	-2%	-4%
